Tb PGK inh: blocks T. brucei phosphoglycerate kinase. P07378. PGK/GAPDH coupled, Kinase-Glo luminescence, 60 min. Potency, µM (series often up to 57.5 µM), without a hit: at the highest dose activity change, negative = inhibition, usual class: inhibitors. actives 0.043% (n = 380,000); note: potency is the fitted concentration of half-maximal effect; % is set by controls: 0 for no effect and ±100 for the full control effect; nearly all actives have a fitted effect of over 60% in size
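Luminescent ATP detection (Kinase-Glo Plus) follows a 60-minute room-temperature incubation, with wells lacking PGK as controls. Buffer: 100 mM TEA (pH 7.6), 5 mM MgCl2, 0.01% Tween-20. Coupling enzyme GAPDH (100 nM final) supplies unstable 1,3-BPG in-well.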
POLI inh: DNA polymerase iota (human) inhibition; Pol iota fluorescent replication assay, 10 min; Potency, µM (series often up to 115 µM), without a hit: top-dose activity, negative = inhibition, actives largely listed as inhibitors; actives 1% (n = 390,000); note: potency is the fitted concentration of half-maximal effect
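Pol iota at 10 nM preincubated 15 min with compounds at room temperature; reaction started with fluorescent substrate, 50 nM final. Fluorescence read kinetically at 0 and 10 min; buffer-only wells as negative control.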
APEX1 inh: inhibitors of human APE1 endonuclease. Potency, µM (series often up to 65.8 µM), inactives show at the top dose activity change, negative = inhibition, hits mostly inhibitors. AID 2517. recombinant APE1, TAMRA/BHQ-2 abasic DNA cleavage fluorescence. actives 0.35% (n = 350,000). P27695;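 note: potency is the fitted concentration of half-maximal effect; plate controls were vehicle for no effect and reference inhibitor for full effect; nearly all actives have a fitted effect of over 55% in size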
Target sequence (P27695 whole entry, looked up): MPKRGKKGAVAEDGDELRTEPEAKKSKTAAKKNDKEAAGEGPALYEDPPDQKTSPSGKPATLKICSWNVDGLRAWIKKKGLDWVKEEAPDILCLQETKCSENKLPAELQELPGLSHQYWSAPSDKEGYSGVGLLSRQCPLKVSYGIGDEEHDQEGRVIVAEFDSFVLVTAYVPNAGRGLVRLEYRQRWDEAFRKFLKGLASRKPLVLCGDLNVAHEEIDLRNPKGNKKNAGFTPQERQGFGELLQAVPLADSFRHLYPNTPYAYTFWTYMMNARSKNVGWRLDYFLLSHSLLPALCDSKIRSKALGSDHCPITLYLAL
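Measures dequenching upon AP-site incision of a 5'-TAMRA/3'-BHQ-2 THF-containing duplex, 50 nM; human APE1 0.75 nM after 15 min room-temperature exposure to compound; kinetic three-point read at one-minute spacing.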
Apoferritin bind: binds horse apoferritin like a general anesthetic; P02791; apoferritin/1-aminoanthracene competitive binding, fluorescence; Potency, µM (doses to about 77.5 µM), for the others: at the top dose activity change, negative = displacement, actives largely listed as inhibitors; actives 0.074% (n = 350,000); note: potency is the fitted concentration of half-maximal effect; % is set by controls: 0 for no effect and ±100 for the full control effect; nearly all actives have a fitted effect of over 20% in size
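Probe: 1-aminoanthracene (50% saturated, PBS). Protein: horse-spleen apoferritin, 10 uM. Incubation: 10 min, room temperature. Detection: 380 nm excitation, 535 nm emission. Analysis: normalized response, four-parameter Hill.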
POLH inh: inhibitors of human DNA polymerase eta; Q9Y253; recombinant Pol eta, fluorescent DNA replication assay; Potency, µM (doses to about 114 µM), for the others: at the top dose activity change, negative = inhibition, actives largely listed as inhibitors; actives 1.2% (n = 390,000); note: potency is the fitted concentration of half-maximal effect; % is set by controls: 0 for no effect and ±100 for the full control effect
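Pol eta (10 nM) was preincubated with compounds for 15 min at room temperature, after which fluorescent replication substrate (50 nM final) was added to start the reaction. Fluorescence was read kinetically at 0 and 10 min.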
Pol kappa inh: DNA polymerase kappa (human) inhibition | Q9UBT6 | purified Pol kappa, fluorescent DNA synthesis assay, 10 min | Potency, µM (titrated, usually from 107 µM), for inactives: at the highest dose activity, negative = inhibition, usual class: inhibitors | actives 0.53% (n = 400,000); note: potency is the fitted concentration of half-maximal effect; % is set by controls: 0 for no effect and ±100 for the full control effect
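Fluorescent qHTS in 1536-well format: enzyme (10 nM) and compound sat 15 min at room temperature before 50 nM substrate (final) was added. Signal taken at 0 and 10 min; no-enzyme buffer wells were negative controls.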
RXFP1 antag: RXFP1 (human) relaxin receptor antagonism | Q9HBX9 | HEK293-RXFP1, relaxin-stimulated cAMP HTRF, 30 min; hits give low values | activity change, negative = inhibition, % at 57.5 µM | actives 0.59% (n = 350,000);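 active = activity change of -60% or lower, but not beyond a set lower limit; inconclusive = change between -60% and -40%, or beyond the set limit; inactive = change above -40%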; note: % is set by controls: 0 for no effect and ±100 for the full control effect
Target sequence (Q9HBX9 whole entry, looked up): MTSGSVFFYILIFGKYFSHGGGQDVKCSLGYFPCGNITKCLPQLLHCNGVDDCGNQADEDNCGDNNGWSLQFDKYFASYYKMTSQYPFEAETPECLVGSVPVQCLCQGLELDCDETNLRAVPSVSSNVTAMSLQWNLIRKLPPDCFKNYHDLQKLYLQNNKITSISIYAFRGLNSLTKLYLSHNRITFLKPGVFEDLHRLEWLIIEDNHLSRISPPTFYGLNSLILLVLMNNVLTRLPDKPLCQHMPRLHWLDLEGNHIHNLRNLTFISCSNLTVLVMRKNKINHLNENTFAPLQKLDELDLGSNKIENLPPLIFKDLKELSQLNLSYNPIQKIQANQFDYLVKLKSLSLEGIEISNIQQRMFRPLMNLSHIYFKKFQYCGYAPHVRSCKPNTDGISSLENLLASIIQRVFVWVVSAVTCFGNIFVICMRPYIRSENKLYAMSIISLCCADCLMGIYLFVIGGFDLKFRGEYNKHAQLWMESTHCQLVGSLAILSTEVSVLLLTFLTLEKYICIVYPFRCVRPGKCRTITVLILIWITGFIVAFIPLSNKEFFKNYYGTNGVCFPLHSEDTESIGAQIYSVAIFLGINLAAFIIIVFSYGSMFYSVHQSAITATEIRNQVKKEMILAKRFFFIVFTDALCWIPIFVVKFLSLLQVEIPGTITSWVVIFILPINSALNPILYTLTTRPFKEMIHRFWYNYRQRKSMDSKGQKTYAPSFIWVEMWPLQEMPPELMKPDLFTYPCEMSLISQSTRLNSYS
BLM helicase inh: blocks DNA unwinding by human BLM helicase; P54132; recombinant BLM DNA unwinding, fluorescence dequenching; Potency, µM (doses to about 56.1 µM), inactives show at the top dose activity change, negative = inhibition, actives largely listed as inhibitors; actives 0.2% (n = 350,000); AID 2528;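 note: potency is the fitted concentration of half-maximal effect; plate controls were vehicle for no effect and no enzyme for full effect; nearly all actives have a fitted effect of over 35% in size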
POLB inh: blocks human DNA polymerase beta activity | Pol beta primer extension/strand displacement, fluorescence kinetic | Potency, µM (series often up to 114 µM), without a hit: at the top dose activity change, negative = inhibition, actives largely listed as inhibitors | actives 1.3% (n = 340,000); note: potency is the fitted concentration of half-maximal effect; % is set by controls: 0 for no effect and ±100 for the full control effect
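Curves were derived by four-parameter Hill fits of normalized qHTS data. The kinetic fluorescent primer-extension read was taken at 0 and 10 min after 50 nM substrate, following a 15 min room-temperature preincubation of 10 nM enzyme with compounds.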
An asterisk follows results filed as active; i = inactive; ? = inconclusive; / = no result given; & = joins results of further samples; [ ] = remark or other dose. Unless noted, calls come from the whole dose curve; as a rule, active = well fitted curve in the direction sought with a large enough effect; inconclusive = small, poorly fitted or top-dose-only effect, or another doubt; inactive = no such curve, though single readings can be large; an effect the other way counts as inactive or inconclusive. These rows are one share of the data; rates above refer to the full screens.

item	canonical_smiles	Tb PGK inh	POLI inh	APEX1 inh	Apoferritin bind	POLH inh	Pol kappa inh	RXFP1 antag	BLM helicase inh	POLB inh
1	Cc1ccc(C)c(S(=O)(=O)C(C#N)c2nc3ccccc3nc2N2CC(C)OC(C)C2)c1 (stereo not given)	-12%	2%	-4%	0%	-9%	-13%	17	-5%	-25%
2	CC1CCN(S(=O)(=O)N2CCC(C(=O)NCCN3CCOCC3)CC2)CC1	/	7%	-2%	-16%	15%	4%	23	-2%	1%
3	O=C1C=CC(=O)N1CCCCCCCCCCN1C(=O)C=CC1=O	2%	?	/	/	35µM*	-27%	-37	/	/
4	Cc1ccc(NCCC(=O)c2cccc([N+](=O)[O-])c2)cc1	-7%	-9%	0%	-1%	-11%	3%	-17	-3%	-13%
5	CCOc1ccc(S(=O)(=O)N2CCOCC2)cc1NC(=O)Cc1c(F)cccc1Cl	-1%	11%	29%	/	-11%	-2%	-5	/	/
6	COc1ccc(OC)c(NC=C2C(=O)OC(C)(C)OC2=O)c1	3%	10%	-2%	-7%	-2%	-7%	-10	-9%	10%
7	C=CCOc1ccc2c(c1)c(S(=O)(=O)c1ccc(C)cc1)cn2COC	6%	?	2%	61%[activator]	-15%	-8%	2	-13%	5%
8	CN(c1ccccc1)S(=O)(=O)c1ccc(C(=O)NCC(c2ccco2)N2CCCCC2)cc1 (stereo not given)	-8%	-9%	40%	/	-6%	-5%	1	/	/

The final 6 entries of the part above come first, to join the parts.
item	canonical_smiles	Tb PGK inh	POLI inh	APEX1 inh	Apoferritin bind	POLH inh	Pol kappa inh	RXFP1 antag	BLM helicase inh	POLB inh
3	O=C1C=CC(=O)N1CCCCCCCCCCN1C(=O)C=CC1=O	2%	?	/	/	35µM*	-27%	-37	/	/
4	Cc1ccc(NCCC(=O)c2cccc([N+](=O)[O-])c2)cc1	-7%	-9%	0%	-1%	-11%	3%	-17	-3%	-13%
5	CCOc1ccc(S(=O)(=O)N2CCOCC2)cc1NC(=O)Cc1c(F)cccc1Cl	-1%	11%	29%	/	-11%	-2%	-5	/	/
6	COc1ccc(OC)c(NC=C2C(=O)OC(C)(C)OC2=O)c1	3%	10%	-2%	-7%	-2%	-7%	-10	-9%	10%
7	C=CCOc1ccc2c(c1)c(S(=O)(=O)c1ccc(C)cc1)cn2COC	6%	?	2%	61%[activator]	-15%	-8%	2	-13%	5%
8	CN(c1ccccc1)S(=O)(=O)c1ccc(C(=O)NCC(c2ccco2)N2CCCCC2)cc1 (stereo not given)	-8%	-9%	40%	/	-6%	-5%	1	/	/
9	CCN(C(=O)COC(=O)c1cccnc1Nc1ccccc1F)C1CCS(=O)(=O)C1 (stereo not given)	-9%	-17%	?	0%	-17%	1%	-8	-1%	3%
10	Cc1cccc(N2CCN(C(=O)c3nn(C)c4c3CS(=O)(=O)c3ccccc3-4)CC2C)c1 (stereo not given)	-2%&2%	18%&22%	-6%	-8%&-12%	2%&-22%	-16%&-8%	14&-23	-5%&3%	-17%&5%
11	CCn1cnc2c1c(=O)n(CC(=O)NCC(F)(F)F)c(=O)n2Cc1ccccc1	i	20%	6%	-5%	-3%	-19%	7	1%	-1%
12	CSc1nc(Oc2ccc(F)cc2)c2ccccc2n1	-2%	-1%	9%	-14%	-5%	-15%	-3	-4%	3%
13	CC1(c2ccc(Cl)cc2)NC(=O)N(CC(=O)NCc2ccc(F)cc2)C1=O (stereo not given)	3%	109%[activator]	11%	-6%	-9%	-5%	4	-9%	2%
14	CC1CCCCN1C(=O)CSc1nc(N)nc(N)n1 (stereo not given)	-4%	9%	-4%	/	-1%	-12%	9	/	/
15	CN1C(=O)/C(=C2\SC(N3CCCCCC3)=NC2=O)c2ccccc21	-4%	0%	-2%	?	-2%	-16%	-7	-5%	11%
16	CCOc1ccc(N(C(C)C(=O)N2CCCCCC2)S(C)(=O)=O)cc1 (stereo not given)	i	27%	-3%	3%	-5%	-2%	2	0%	30%
17	COc1cc(C2C3=C(CCCC3=O)Nc3c2c(C)nn3-c2cccc(C)c2)cc(OC)c1O (stereo not given)	i	33%[activator]	?	-10%	-21%	3%	-9	-14%	-20%
18	CCOc1ccc(C(=O)NCC(c2cccs2)N(C)C)cc1OCC (stereo not given)	4%	21%	-1%	-7%	-10%	-13%	-8	-11%	36%
19	COc1ccc(C(=O)OCC(=O)c2ccc(CNC(C)=O)s2)cc1	-5%	-6%	-7%	/	?	-4%	5	/	/
20	Cc1cnc(CNc2ncnc3ccc(-c4ccccc4CN(C)C)cc23)cn1	/	/	2%	-2%	/	0%[60.1 µM]	/	1%	/
21	O=C(COC(=O)CN1C(=O)NC2(CCCC2)C1=O)Nc1ccc(C(F)(F)F)cc1[N+](=O)[O-]	-5%	56%[activator]	21%	/	-12%	-7%	1	/	/
22	NC(=O)CSc1nnnn1-c1cccc(Cl)c1	-1%	6%	2%	8%	?	4%	2	4%	5%
23	COc1cc(SC)ccc1C(=O)Nc1cc(C)c(OCC(=O)N2CCOCC2)c(C)c1	5%	-2%	4%	-12%	-9%	-7%	-1	1%	37%
24	COc1ccccc1C(=O)COC(=O)c1cc(S(=O)(=O)N2CCCCC2)ccc1N1CCOCC1	-7%	-2%	4%	/	-5%	-12%	-10	/	/
25	COc1ccc(S(=O)(=O)N2CCCC2C(=O)Nc2nccs2)cc1 (stereo not given)	-5%	10%	16%	-2%	-3%	-4%	-6	-2%	9%
26	CC(C)OCCCn1c(=N)c(C(N)=S)cc2c(=O)n3ccccc3nc21	-2%	?	0%	161%[activator]	-14%	1%	25	-7%	22%
27	Cc1ccc2c(c1)C(=O)C(=O)N2CCOc1ccccc1	i	35%	1%	?	-26%	-11%	11	-5%	-20%
28	CCN(CC)S(=O)(=O)c1ccc2oc(C(=O)N3CCCCCC3)c(C)c2c1	-4%	-5%	6%	?	1%	-14%	-4	-6%	0%
29	O=C(Oc1cc(=O)oc2ccccc12)c1cccnc1Cl	-2%	20%	?	5%	4%	-25%	15	-2%	4%
30	CC(=O)c1ccc(-c2ccc(-c3cc(=O)oc4c(C(C)C)ccc(C)c34)cc2)cc1	-6%	-16%	-6%&-1%	?	-4%	-8%	/	-7%[75.6 µM]	/
31	Cc1cccc(NC(=O)[C@@H]2CCCN2C(=O)OC(C)(C)C)c1C	5%	14%	16%	-2%	-11%	-9%	12	-4%	9%
32	CCOc1ccccc1Nc1nnc(SCC(=O)NC(Cc2c[nH]c3ccccc23)C(=O)O)s1 (stereo not given)	-12%	26%	-1%	-10%	-5%	-2%	2	-11%	-18%
33	O=C(CN1CCN(Cc2ccccc2)CC1)Nc1nc2ccccc2s1	i	33%[activator]	47%[activator]	2%	-11%	-6%	-18	1%	-3%
34	CCCCNC(=O)CSc1nnc(-c2c[nH]c3ccccc23)n1CC1CCCO1 (stereo not given)	3%	-7%	-9%	-4%	-12%	-5%	11	-3%	3%
35	Cc1ccc(C)c(Cn2c(=O)c3c(nc4n3CCN4c3ccccc3)n(C)c2=O)c1	-3%	38%[activator]	/	2%	-16%	-8%	6	-2%	-1%
36	Cc1cc(=O)n2nc(N3CCCC(C(=O)NC(C)c4ccccc4)C3)sc2n1 (stereo not given)	0%	1%	-2%	-7%	-14%	-1%	1	-3%	5%
37	COc1cccc(-n2c(C)nc3c(cnn3-c3ccc(Cl)cc3)c2=O)c1	11%	1%	-1%	-6%	-10%	-6%	-7	-7%	0%
38	CCN(CC)c1ccc(C(=O)NNC(=O)CCc2nc3ccccc3c(=O)[nH]2)cc1	-6%	-2%	45%[activator]	-16%	-15%	5%	-3	-6%	0%
39	CCCC(c1nnnn1C(C)(C)CC)N(CCCO)Cc1cc2cc(C)cc(C)c2[nH]c1=O (stereo not given)	-9%	2%	0%	-4%	-12%	-9%	-4	-1%	-21%
40	COc1ccc(OC)c(C(C)NC(C)=O)c1 (stereo not given)	1%	7%	5%	-3%	0%	-13%	11	-2%	2%

Entries of single compounds, quoted from the list. Order of screens: Tb PGK inh	POLI inh	APEX1 inh	Apoferritin bind	POLH inh	Pol kappa inh	RXFP1 antag	BLM helicase inh	POLB inh
Record of `CCCCNC(=O)CSc1nnc(-c2c[nH]c3ccccc23)n1CC1CCCO1` (stereo not given) → 3%	-7%	-9%	-4%	-12%	-5%	11	-3%	3%
Record of `CCCC(c1nnnn1C(C)(C)CC)N(CCCO)Cc1cc2cc(C)cc(C)c2[nH]c1=O` (stereo not given) → -9%	2%	0%	-4%	-12%	-9%	-4	-1%	-21%
Record of `Cc1cc(=O)n2nc(N3CCCC(C(=O)NC(C)c4ccccc4)C3)sc2n1` (stereo not given) → 0%	1%	-2%	-7%	-14%	-1%	1	-3%	5%

Next part.
item	canonical_smiles	Tb PGK inh	POLI inh	APEX1 inh	Apoferritin bind	POLH inh	Pol kappa inh	RXFP1 antag	BLM helicase inh	POLB inh
41	COc1ccc(CN2CCN(CCCc3ccccc3)CC2)c(OC)c1	/	/	6%	-4%	/	/	/	2%	16%
42	COC(=O)C1CCCCN1C(=O)c1cc(COc2cccc3cnccc23)on1 (stereo not given)	/	/	3%	?	/	/	/	0%	14%
43	COc1cccc(NC(=O)Cn2cc(S(=O)(=O)N3CCCC3)c(S(=O)(=O)N3CCCC3)c2)c1	?	?	/	-5%	89µM*	-33%	-6	-4%	?
44	COc1ccc(-c2nc3ccccn3c2/N=C/c2ccc(OC)c(OC)c2)cc1O	-4%	14%	8%	88%[activator]	?	-8%	8	-4%	-19%
45	CN(C)CCCCOc1ccccc1-c1ccccc1	-1%	20%	2%	-13%	-7%	-12%	-12	4%	32%

Screening data: PubChem, National Center for Advancing Translational Sciences (NCATS)
